# ARNT TACC3 PPI = disrupts binding between human ARNT and TACC3; AlphaScreen His-ARNT PAS-B/GST-TACC3 binding, luminescence; TACC3 fragment carries E629A point mutation; 0.66% of 390,000 active; Q9Y6A5; inhibition, % at 9.99 µM; AID 623870;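 active means mean inhibition of replicates at least 50% and at least half of replicates each reaching 50%; inconclusive means half or more replicates reach 50% but mean below 50%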;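 further: 0% = complete ARNT plus TACC3 wells and 100% = ARNT alone without TACC3; many hits fall short of the cut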
# RAD54 inh = inhibitors of human RAD54 branch migration | 0.14% of 360,000 active | inhibition, % at 10.4 µM | RAD54 Holliday junction branch migration, FAM/BHQ fluorescence | Q92698;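 active means mean normalized replicate activity at least 40 and at least half of replicates scoring 40 or more; inconclusive means only one of the two criteria met; inactive means mean below 40 and under half of replicates reaching 40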;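 further: 0% = median of neutral control wells and 100% = median of positive control wells; inhibitors cause a drop in the FAM fluorescence signal; in these data hits start at about 50%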
# Target sequence (Q92698 whole entry, looked up): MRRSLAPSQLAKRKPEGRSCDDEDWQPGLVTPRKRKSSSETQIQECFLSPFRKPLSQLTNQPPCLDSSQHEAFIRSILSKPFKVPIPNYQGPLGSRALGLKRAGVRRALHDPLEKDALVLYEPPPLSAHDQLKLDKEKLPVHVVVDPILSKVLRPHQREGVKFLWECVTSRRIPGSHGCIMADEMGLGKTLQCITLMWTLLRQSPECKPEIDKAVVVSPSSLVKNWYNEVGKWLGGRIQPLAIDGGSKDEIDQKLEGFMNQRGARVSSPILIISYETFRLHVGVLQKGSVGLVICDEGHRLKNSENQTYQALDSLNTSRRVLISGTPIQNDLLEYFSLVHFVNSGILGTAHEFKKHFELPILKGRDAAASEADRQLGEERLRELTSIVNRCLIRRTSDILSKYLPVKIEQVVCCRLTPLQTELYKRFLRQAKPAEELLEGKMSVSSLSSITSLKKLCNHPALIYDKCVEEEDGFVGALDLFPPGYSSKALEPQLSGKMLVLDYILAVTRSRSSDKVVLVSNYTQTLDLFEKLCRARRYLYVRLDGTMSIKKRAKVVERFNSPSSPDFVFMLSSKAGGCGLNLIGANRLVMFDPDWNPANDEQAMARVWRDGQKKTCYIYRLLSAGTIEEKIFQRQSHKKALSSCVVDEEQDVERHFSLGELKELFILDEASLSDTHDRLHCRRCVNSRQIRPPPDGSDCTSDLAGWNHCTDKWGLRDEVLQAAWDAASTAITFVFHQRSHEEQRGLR
# esBAF inh = inhibitors of esBAF chromatin remodeling in mouse ES cells. Bmi1-luciferase knock-in reporter, 24 h; 100% = twice the neutral-well signal. reporter increase, % at 12.5 µM. 2% of 350,000 active. AID 602393; in the data active means activation above about 40%; inconclusive means no clear call, values can overlap the other calls;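 further: 0% = median of the plate's neutral control wells and 100% = double that signal; a rise in the Bmi1 reporter signal indicates esBAF inhibition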
# Starred values were filed as active, the others as inactive; ? = inconclusive. The list is partial (hit frequency here may not be typical).
mol,ARNT TACC3 PPI,RAD54 inh,esBAF inh
O=C1N(CC(=O)N2CCc3ccccc32)CCN1Cc1ccccc1Cl,4.9,1.1,6.9
CCc1nn(C(C)C(=O)NC(C)CCc2ccco2)c(=O)c2cc3occc3n12 (stereo unspecified),-4.9,-0.7,0.2
Cc1nc(C)n(CC(O)COc2ccc(C(=O)c3ccccc3)cc2)n1 (stereo unspecified),-0.4,0.5,-2.2
CCOc1ccc2nc(NS(=O)(=O)c3ccc(NC(C)=O)cc3)sc2c1,-9.6,-2.8,10.2
COc1ccc(S(=O)(=O)Nc2ccccn2)c(C)c1C,-6.8,4.2,-10.6
CCCCn1c(SCC(=O)c2ccccc2)nc2c1c(=O)[nH]c(=O)n2C,1.1,-0.3,-5.5
COc1ccc(-c2csc(N(CCCN3CCOCC3)C(=O)c3ccco3)n2)cc1,23.1,6.0,5.2
CSc1nnc(C)c(/C=C/Nc2ccc(F)cc2)n1,9.4,-4.0,-3.0
CCN(CC)CC(=O)N1N=C(c2cccs2)CC1c1ccco1 (stereo unspecified),-2.3,0.7,-3.1
COC(=O)c1ccc(N2CCN(S(=O)(=O)c3ccc4ccccc4c3)CC2)c([N+](=O)[O-])c1,36.0,-6.1,2.7
Cc1cc(N2CCC(C)CC2)n2nc(C)c(-c3ccccc3)c2n1,-34.2,0.7,-2.6
O=C(CN1CCN(c2nc(-c3ccccc3)cs2)CC1)NNC(=O)c1ccc(Br)cc1,3.5,12.1,-7.2
COC(=O)C(NC(=O)c1ccccc1)c1ccccc1 (stereo unspecified),-3.7,2.6,-2.5
Cc1cc(C)c2oc(-c3cccc(NC(=O)c4ccc(F)cc4)c3)nc2c1,-6.5,3.6,17.5
COc1ccc2c(-c3ccc(OCCN4CCOCC4)cc3)c(-c3ccccc3OC)sc2c1,9.5,-3.3,-4.1
CCC(C)n1cnc2c(c1=O)c1nc3ccccc3nc1n2Cc1ccc(OC)cc1 (stereo unspecified),25.0,6.7,1.6
Cc1nc2ccc(C(=O)N3CCN(c4ccccn4)CC3)cc2s1,-19.2,-2.1,8.3
Cc1c(Cl)c([N+](=O)[O-])nn1CC(=O)N1CCc2ccccc2C1,0.4,-1.5,1.1
CC(=O)c1cccc(NC(=O)c2cc3nc(C)cc(C)n3n2)c1,-2.8,-10.9,28.8
N#CCSc1nc2cc(C(=O)N3CCCC3)ccc2c(=O)n1Cc1ccccc1,-12.5,10.7,-1.8
c1csc(Cc2nn3c(-c4n[nH]c5c4CCC5)nnc3s2)c1,7.0,-1.8,18.4
Cc1cccc(-c2noc(CN(C(=O)c3ccc4c(c3)OCO4)C(C)C)n2)c1,-4.1,5.3,0.7
O=c1c2ccccc2c(C=NC2CCS(=O)(=O)C2)c(O)n1-c1ccccc1 (stereo unspecified),-3.1,-5.6,-0.8
CN1C(=O)NC(NC(=O)c2ccco2)(C(F)(F)F)C1=O (stereo unspecified),-3.3,4.2,-8.0
CSc1nnc(Cc2ccc3c(c2)OCO3)o1,2.6,-4.3,11.1
CCN(CC)c1ccc(NC(=O)c2ccccc2F)cc1,8.8,-9.2,16.7
CCCCC(=O)N(c1ccc(OCC)cc1)C1C=CS(=O)(=O)C1 (stereo unspecified),3.3,-9.7,-7.7
CCOC(=O)c1ccc(NC(=S)NNC(=O)C2(C)CC2(Cl)Cl)cc1 (stereo unspecified),13.2,1.4,7.6
Cc1ccc(NC(=O)COc2ccc(/C=N\NC(=O)c3cccnc3)cc2)cc1C,-9.9,1.5,1.3
Cc1cc(C)cc(OCCCOc2cccc3cccnc23)c1,33.5,-7.8,1.3
CC[C@]12c3[nH]c4cc(CCC(=O)N(C)C)ccc4c3CCN1C(=O)[C@@H](CC(=O)NC/C=C(\C)CCC=C(C)C)C[C@@H]2C(=O)N1CCN(C(=O)c2ccco2)CC1,4.8,-14.7,-30.9
CCn1c(SCC(=O)N(Cc2ccccc2)C2CCS(=O)(=O)C2)nc2ccccc2c1=O (stereo unspecified),-15.4,-3.4,-0.8
COc1ccc(N(CC(O)Cn2c3ccccc3c3ccccc32)S(=O)(=O)c2ccccc2)cc1 (stereo unspecified),26.1,4.8,0.0
Cc1[nH]c(=O)[nH]c(=O)c1/C=N/NC(=O)[C@H](C)NC(=O)OC(C)(C)C,54.5*,1.4,-7.8
CC(c1ccccc1)n1c(-c2ccncc2)n[nH]c1=S (stereo unspecified),-10.9,-9.6,-2.0
O=S(=O)(NN=C1CCCCCCC1)c1ccc(Br)cc1,1.7,-14.7,-3.3
O=C(c1ccc2c(c1)N(Cc1ccccc1)C(=O)CS2)N1CCOCC1,-2.5,6.2,1.7
CCOC(=O)c1c(C)[nH]c(C(=O)C(C)OC(=O)c2cccc(OCc3c(C)noc3C)c2)c1C (stereo unspecified),-5.6,-1.3,17.6
CC1=C(C#N)C(NC(=O)C2CC2)(C(F)(F)F)C(=O)N1 (stereo unspecified),-8.9,-13.8,-6.1
O=C1Nc2ccccc2C(O)(C(=O)NCc2ccco2)N1c1ccc(Cl)cc1 (stereo unspecified),0.7,12.8,12.3
Cc1cc(/C=N\NC(=O)c2cccs2)c(C)n1-c1ccc2ncccc2c1,0.6,-4.4,72.4*
CC(C)(C)S(=O)(=O)c1c(C(=O)O)cccc1C(=O)O,-3.5,-5.4,-7.0
CCOC(=O)c1nc2nc(C)c(Cl)c(=O)n2[nH]1,-20.3,-8.3,-1.6
Cc1ccc(N=C/C(C(=O)C(F)(F)F)=C(\O)c2cccs2)cc1,-4.1,-3.7,-68.2
CN1CCN(c2oc(-c3ccccc3F)nc2S(=O)(=O)c2ccc(Cl)cc2)CC1,4.2,-13.8,-6.4
CCCCS(=O)CC(O)COCC (stereo unspecified),-25.5,4.8,-5.5
COc1cc2c(cc1OC)C1=C(C#N)COCN1CC2,12.9,-12.9,-14.7
CCCCn1c(NCCC)nc2c1c(=O)[nH]c(=O)n2C,1.6,-0.1,-2.3
CC(C)COc1ccc(C(=O)CCN2CCCCC2)cc1,4.3,-0.4,-20.4
CCc1ccccc1OCCOc1ccc(C)cc1OC,-40.9,3.3,13.8
CCn1cc(S(=O)(=O)CC(=O)Nc2ccc3c(c2)OCCO3)c2ccccc21,-0.5,-3.5,1.2
O=C(CN(C1CCCCC1)S(=O)(=O)c1ccc(Cl)cc1)NCCCO,-4.7,-5.7,-9.7
O=C1CC(c2ccccc2)n2ncnc2N1 (stereo unspecified),-15.6,-3.3,1.7
COC(C)(C)[C@]12CC(O)(C(C)C)ON1[C@H]1CCCCC1N2O (stereo partly specified),-6.6,2.4,-2.2
Cc1ccc(CNC(=O)Nc2ccccc2)cc1,23.2,-5.2,46.3*
CC(C)(C)C(=O)Nc1ccccc1N1CCN(C(=O)c2ccc(Cl)cc2)CC1,2.5,1.6,4.7
CCOc1ccc(-n2c(=O)c3c4c(sc3n(CC(=O)NCc3ccco3)c2=O)CCC4)cc1,2.1,-2.3,-7.4
COc1ccc(-c2cc(=O)c3cc(OC)ccc3[nH]2)cc1,6.7,-14.5,-26.1
CCOC(=O)CNC(=O)C(CC(C)C)NC(=O)C1CCCCC1 (stereo unspecified),-7.2,-11.2,-11.5
CC(C)[C@H](Nc1nc(-c2ccccc2)nc2c1oc1ccccc12)C(=O)O,2.3,-6.2,-5.0

# Continued.
mol,ARNT TACC3 PPI,RAD54 inh,esBAF inh
COc1ccc(NC(=O)C2CCCN2C(=O)NCc2ccccc2)c(OC)c1 (stereo unspecified),1.0,0.5,0.1
CC1(C)CC(=O)C(C=NCCN2CCN(C(=O)c3ccc(F)cc3)CC2)=C(O)C1,0.7,4.6,-4.6
COc1ccc(-c2nnc(SC3CCOC3=O)n2C2CCCCC2)cc1OC (stereo unspecified),3.5,17.3,-3.0
CC(C)CCNC(=O)C1CCC(CNS(=O)(=O)c2cccc3nsnc23)CC1 (stereo unspecified),-10.2,-2.9,-4.3
Fc1ccc2nc(Nc3nc4c(s3)CCCC4)sc2c1,-6.0,-7.9,28.9
COC(=O)c1cc(NC(=O)CSc2nnc(CN3CCOCC3)n2C)ccc1Cl,-1.9,-4.0,-10.5
CC(=O)N1CN(Cc2ccccn2)Cc2c1sc1c2CCCC1,71.2*,-12.3,4.8
CN(C)S(=O)(=O)c1ccc2nc(NC(=O)c3cccs3)sc2c1,-7.8,0.3,9.4
COc1ccc2nc(NC(=O)c3cccc(S(=O)(=O)N4CCOCC4)c3)sc2c1,1.1,2.2,2.6
CC12CN3CCN(CC(C3)C1(O)CN1CCCCC1)C2 (stereo unspecified),-6.7,-1.4,-3.7
CCOc1ccc(NC(=O)CCN2CCCCC2)cc1,-7.9,-12.7,-5.5
O=C(NNC(=S)NC(=O)c1cccnc1)c1ccccc1,17.0,5.7,9.1
CC(C)Nc1cc(C(F)(F)F)nc(-c2ccccn2)n1,9.7,-1.0,-9.1
CCOC(=O)C1(C)/C(=N/Nc2ccccc2)C(=O)C(=O)N1c1ccccc1 (stereo unspecified),1.0,3.2,12.1
CCCCn1c(SCC(=O)Nc2ccc(OC)cc2)nc2ccc(N3CCOCC3)cc2c1=O,-0.3,-6.2,2.1
CCOC(=O)C1CCN(CC(=O)Nc2cc(C)nn2-c2nc3ccccc3s2)CC1,-2.1,8.4,-2.4
COCCNC(=O)CN(C(=O)CCC(=O)Nc1cc(C)on1)c1cccc(C)c1C,-4.3,2.0,-0.4
COc1ccc(NC(=O)CSC2=C(C#N)C(c3ccco3)C(C(=O)Nc3nc4ccccc4s3)=C(C)N2)cc1 (stereo unspecified),-6.6,4.4,-1.9
O=C(NCCN1CCOCC1)c1cc2ccccc2[nH]1,2.0,1.1,1.4
CCOC(=O)c1cnc(SCC(=O)NCc2ccco2)nc1N,2.7,1.7,8.8
O=C(Nc1ccc(Cl)c(Cl)c1)N1CCC(N2CCCCC2)CC1,-5.5,1.2,-1.3
CC(C)NC(=O)CC1Nc2c3ccccc3nc(=S)n2C1=O (stereo unspecified),-3.3,-5.2,0.7
COc1cc2nc(NC(=O)c3ccc(Cl)cc3)[nH]c(=O)c2cc1OC,5.0,-4.5,-2.8
COc1ccc2c(c1)S/C(=C\C(=O)c1ccncc1)N2C,1.5,-3.2,?
O=C1c2ccccc2C(=O)N1CCCc1nc(-c2ccncc2)no1,-3.8,8.4,5.7
COc1ccc(-n2c(-c3ccco3)n[nH]c2=S)cc1,-6.5,-3.4,0.6
CCCCC(=O)Nc1c(C)cc(C)cc1Cl,-2.0,4.7,4.0
COc1ccccc1OCC(O)Cn1c(Br)nc2c1c(=O)[nH]c(=O)n2C (stereo unspecified),-4.0,-0.4,-6.1
CC(=O)/C(C(=N)N1CCN(Cc2ccccc2)CC1)=C(\C)O,-0.1,0.5,-4.1
CCn1c(SCC(=O)N2CCCC2)nnc1-c1ccc(N)cc1,1.8,10.0,1.7

# Look-ups from the results shown.
# Result of CCCCn1c(SCC(=O)Nc2ccc(OC)cc2)nc2ccc(N3CCOCC3)cc2c1=O under esBAF inh: 2.1
# Result of CC[C@]12c3[nH]c4cc(CCC(=O)N(C)C)ccc4c3CCN1C(=O)[C@@H](CC(=O)NC/C=C(\C)CCC=C(C)C)C[C@@H]2C(=O)N1CCN(C(=O)c2ccco2)CC1 under RAD54 inh: -14.7
# Result of CC(=O)/C(C(=N)N1CCN(Cc2ccccc2)CC1)=C(\C)O under esBAF inh: -4.1
# Result of COc1ccc(-c2cc(=O)c3cc(OC)ccc3[nH]2)cc1 under ARNT TACC3 PPI: 6.7
# Result of Cc1c(Cl)c([N+](=O)[O-])nn1CC(=O)N1CCc2ccccc2C1 under esBAF inh: 1.1

# Copied from the entries so far, four compounds:
mol,ARNT TACC3 PPI,RAD54 inh,esBAF inh
COc1ccc(NC(=O)C2CCCN2C(=O)NCc2ccccc2)c(OC)c1 (stereo unspecified),1.0,0.5,0.1
CC1(C)CC(=O)C(C=NCCN2CCN(C(=O)c3ccc(F)cc3)CC2)=C(O)C1,0.7,4.6,-4.6
COc1ccc(-c2nnc(SC3CCOC3=O)n2C2CCCCC2)cc1OC (stereo unspecified),3.5,17.3,-3.0
CC(C)CCNC(=O)C1CCC(CNS(=O)(=O)c2cccc3nsnc23)CC1 (stereo unspecified),-10.2,-2.9,-4.3

# (further entries)
mol,ARNT TACC3 PPI,RAD54 inh,esBAF inh
COC(=O)c1ccc(NC(=S)Nc2ccccn2)cc1,-3.6,-9.6,57.5*
Cn1c(=O)n(CCC(=O)O)c2ccccc21,1.9,-6.0,8.4
COCCn1nnnc1C(C(C)C)N1CCN(C(=O)c2ccco2)CC1 (stereo unspecified),-3.7,-6.1,-0.5
COc1ccc(CC(=O)Nc2ccc(-c3noc(-c4cc(OC)c(OC)c(OC)c4)n3)cc2)cc1,-8.4,2.2,1.5
Cc1nc(CC(=O)c2ccc(O)cc2O)cs1,-14.0,-6.3,15.3
COc1cc(/C=C(\C#N)c2nc3ccccc3[nH]2)cc(Br)c1OCc1ccc(F)cc1,2.2,4.0,-3.3
N#CC1=C(N)NC(SCC(=O)Nc2ccccc2)=C(C#N)C12CCCC2,28.7,18.2,11.9
CCOc1ccccc1C1CC(=O)Nc2cc3c(cc21)OCO3 (stereo unspecified),1.8,1.6,-9.3
C#CCOCCOCCOCCNc1nc(N2CCN(C(=O)CCCCCCCCCCNC(=O)[C@@H](CCSC)n3cc(CCO)nn3)CC2)nc(N2CCN(C(=O)CCCCCCCCCCNC(=O)[C@H](CO)n3cc(CCCCCN)nn3)CC2)n1,12.7,-9.3,6.9
CCCC(=O)c1ccc(N2CCCC2)c(F)c1,-0.9,-10.7,?

# Source: PubChem
